GSK3A inh – inhibitors of human GSK-3 alpha kinase. ADP-Glo luminescence, 60 min. inhibition, % at 10 µM. hit rate 0.1% among 320,000. P49840. AID 2650;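 in the data active = inhibition above about 50%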;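 note: GST-tagged GSK-3 alpha with peptide substrate and 25 µM ATP; 0% = DMSO neutral wells and 100% = GW8510 positive control wells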
Target sequence (P49840 whole entry, looked up): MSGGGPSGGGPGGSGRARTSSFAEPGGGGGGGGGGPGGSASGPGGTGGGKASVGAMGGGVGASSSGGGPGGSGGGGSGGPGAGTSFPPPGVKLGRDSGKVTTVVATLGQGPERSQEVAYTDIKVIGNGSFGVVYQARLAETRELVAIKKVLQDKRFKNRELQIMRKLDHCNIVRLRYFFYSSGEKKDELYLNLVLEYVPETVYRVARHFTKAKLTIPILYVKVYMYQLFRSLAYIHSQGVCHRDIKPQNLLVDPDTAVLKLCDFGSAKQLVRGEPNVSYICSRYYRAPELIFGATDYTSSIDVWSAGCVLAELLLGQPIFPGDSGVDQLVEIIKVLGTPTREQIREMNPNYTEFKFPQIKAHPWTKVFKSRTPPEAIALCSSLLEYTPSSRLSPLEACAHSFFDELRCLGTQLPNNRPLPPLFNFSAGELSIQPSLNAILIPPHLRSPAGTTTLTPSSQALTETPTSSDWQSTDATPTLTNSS
HSF-1 act – increases HSF-1 driven luciferase reporter signal | NIH3T3-HGL HSF-1 luciferase reporter, MG132, 8 h; 100% = twice DMSO control signal | hit rate 1.7% among 300,000 | AID 504408 | activation, % at 9 µM;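 active = mean replicate activation of at least 50% with a set share of replicates each reaching 50%; inconclusive = only one of those two conditions met; inactive = mean below 50% and too few replicates reaching it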;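 note: 0% = median of the neutral control wells and 100% = twice that signal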
HDAC3 inhib – human HDAC3 inhibition | AID 2718 | inhibition, % at 8.3 µM | hit rate 0.15% among 320,000 | O15379 | recombinant HDAC3, fluorogenic peptide/trypsin coupled, fluorescence; in the data active = inhibition above about 26%, passing the limit was not always enough; inconclusive = no clear call, values can overlap the other calls
Target sequence (O15379 whole entry, looked up): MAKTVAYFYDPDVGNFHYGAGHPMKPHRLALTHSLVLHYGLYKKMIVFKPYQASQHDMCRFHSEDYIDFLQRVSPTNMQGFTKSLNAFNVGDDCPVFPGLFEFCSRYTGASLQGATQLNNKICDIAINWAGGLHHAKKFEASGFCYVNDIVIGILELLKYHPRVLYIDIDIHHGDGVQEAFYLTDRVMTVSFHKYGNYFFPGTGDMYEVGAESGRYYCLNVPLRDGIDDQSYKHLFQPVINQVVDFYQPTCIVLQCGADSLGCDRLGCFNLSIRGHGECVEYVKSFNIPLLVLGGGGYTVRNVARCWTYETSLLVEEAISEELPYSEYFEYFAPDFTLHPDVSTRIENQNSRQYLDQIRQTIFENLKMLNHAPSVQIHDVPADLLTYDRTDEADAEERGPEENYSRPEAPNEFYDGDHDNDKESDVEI
HSP90 inh – blocks HSP90-mediated luciferase refolding in reticulocyte lysate. Rabbit reticulocyte lysate, luciferase refolding luminescence, 3 h. inhibition, % at 5.6 µM. hit rate 0.91% among 290,000. AID 1789;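 active = inhibition above the screen-wide mean plus 3 SD, computed separately per campaign, cut at about 16% in these data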;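 note: 0% = DMSO wells and 100% = 60 µM geldanamycin wells; inhibitors lower the luminescence because luciferase stays unfolded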
DYRK1A inh – inhibitors of rat Dyrk1A kinase; Q63470; ADP-Glo luminescence, NFATc1 peptide; inhibition, % at 12.5 µM; hit rate 0.43% among 310,000; in the data active = inhibition above about 50%;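 note: plate controls were vehicle with enzyme for no effect and no enzyme for full effect; many of its hits are not listed in these tables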
HSF1 inhib – HSF1 inhibition | NIH3T3-HGL HSE-luciferase, MG132-induced, luminescence 8 h; hits give low values | activity change, negative = inhibition, % at 7.5 µM (by protocol) | AID 2098 | hit rate 0.77% among 300,000;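 active = more than half of replicate wells show activity change below -50%, luminescence cut by over half; inconclusive = some wells, but at most half, below -50%; inactive = no replicate well below -50%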;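 note: luciferase reports HSF-1 transcriptional activity via heat shock element; 0% = median of DMSO wells and -100% = zero luminescence signal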
GSK3B inh – human GSK3beta kinase inhibition | GST-GSK3beta kinase, ADP-Glo luminescence, 60 min; hits give low values | activity score (negative = inhibition), % at 10 µM | hit rate 0.038% among 300,000 | P49841 | AID 2097;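 active = more than half of replicate wells score below -50%, meaning over 50% inhibition versus plate controls; inconclusive = some replicates but at most half score below -50%; inactive = no replicate scores below -50%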;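 note: 0% = median DMSO wells and -100% = median GW8510 positive control wells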
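Assay system: GST-fused GSK3beta enzyme, cell-free / Medium: Tris pH 7.5 buffer with MgCl2, DTT, BSA, heparin / Also added: peptide substrate plus 25 µM ATP (final) / Compound: 10 µM single point / Timing: kinase reaction with compound 60 min at room temperature / Detection: ADP-Glo luminescence / Benchmarks: DMSO neutral wells and GW8510 at 20 µM as positive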
Platelet DG rel – modulates dense granule release in human platelets; human platelet-rich plasma, SFLLRN dense granule ATP release, luminescence; inhibition, %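 (compounds screened at 7.5 µM in platelet-rich plasma)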; AID 1663; hit rate 0.22% among 300,000;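 active = mean replicate score, as percent of positive control, at or above 50; inconclusive = mean below 50 but at least one replicate at or above 50; inactive = mean and every replicate below 50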
AI-2 QS mod – modulates the Vibrio harveyi AI-2 quorum sensing system | Vibrio harveyi JMH597 AI-2 luminescence/OD600 ratio, 9 h; hits give low values; strain lacks LuxN and CqsS sensors; 0 = neutral-control median | activity change, % at 7.5 µM | hit rate 0.4% among 300,000 | AID 2094; in the data active = activity change below about -75%, passing the limit was not always enough; inconclusive = no clear call, values can overlap the other calls;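 note: luminescence divided by OD600 gain over 9 h not by final OD600 alone; inactives centre near 13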
PolyA inhibitor – blocks polyadenylation in yeast reporter cells; S. cerevisiae SKY197-pL101 polyadenylation reporter, beta-gal luminescence; efflux-impaired pdr1/pdr3 knockout yeast; score 100 = 6 SD above DMSO; calls only at 12 µM; hit rate 0.02% among 300,000;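 active = lowest replicate activity score at least 50, where 100 means six control SD above control mean; inconclusive = lowest score under 50 but half or more replicates reach 50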;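 note: yeast exposed to compound for 9 h at 30 °C; higher score means more reporter readthrough which indicates perturbed polyadenylation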
The depositor's hits bear a star; i = inactive; ? = inconclusive; . = not tested or not shown. These rows are one share of the data (hit frequency here may not be typical).

SMILES	GSK3A inh	HSF-1 act	HDAC3 inhib	HSP90 inh	DYRK1A inh	HSF1 inhib	GSK3B inh	Platelet DG rel	AI-2 QS mod	PolyA inhibitor
COc1ccc(N2CCN(CC(=O)Nc3nnc(-c4ccccc4)s3)CC2)cc1	-1	-15	4	2	12	0	0	6	25	i
CSc1nnc2c3cc(C)ccc3n(Cc3ccccc3)c2n1	1	2	1	1	-9	11	-1	30	8	i
COC(=O)c1ccccc1S(=O)(=O)NNC(=O)Nc1ccccc1	-3	-1	-1	-1	2	2	2	0	-10	i
CCCCOC(=O)CSc1nnc(-c2ccc(Cl)cc2Cl)o1	-1	-14	6	6	2	-3	3	0	50	i
CCN(CC)S(=O)(=O)c1cc(C(=O)O)ccc1Cl	1	-10	0	-2	2	-3	2	15	20	i
CCN(CC(=O)Nc1c(F)cccc1F)C(=O)CCNC(=O)c1ccccc1OC	-2	-9	-3	.	-7	-4	5	0	11	i
CN(CC(=O)Nc1ccc(F)cc1)C(=O)COC(=O)C1CCN(c2ccc(C(F)(F)F)cn2)CC1	-2	5	6	.	16	4	1	8	21	i
Clc1ccc(-c2cn3cccnc3n2)cc1Cl	-2	1	-36	-5	4	8	-2	-3	8	i
Cc1[nH]c2ccccc2c1/C=N\NC(=O)CNc1ccc2c(c1)OCO2	2	4	-7	6	0	-4	0	-3	3	i
CC(C)Oc1cccc(C(=O)C2CCCN(C(=O)c3ccnn3C)C2)c1 (centres undefined)	-4	-5	-3	-3	6	-3	-2	0	16	i
Cc1nc2sc(C(c3cccc(F)c3)N3CCC(C)CC3)c(O)n2n1 (centres undefined)	-4	31	1	4	16	10	-1	-5	5	i
CCOc1ccc2cc(S(=O)(=O)N3CCN(C)CC3)ccc2c1	-1	9	2	1	5	-8	3	1	24	i
C#CCOCCOCCOCCNc1nc(N2CCN(C(=O)C([C@@H](C)CC)n3cc(C(N)CC(C)C)nn3)CC2)nc(N2CCN(C(=O)[C@H](CCC(=O)O)n3cc(C(N)Cc4ccc(O)cc4)nn3)CC2)n1 (some centres undefined)	-1	-1	8	3	2	-2	2	1	9	i
Nc1c2c(nc3sc4c(c13)CCCC4)CCCCCC2	2	26	-1	2	-3	14	1	0	23	i
COc1ccc(OC)c(CNC(=O)C2CCCN(S(=O)(=O)N3CCC(C)CC3)C2)c1 (centres undefined)	0	27	0	0	.	8	1	-12	23	i
COc1ccc(C2CC(c3ccccc3)=NN2C(=O)CSc2nccc(=O)[nH]2)cc1 (centres undefined)	-3	25	-1	3	5	5	3	6	-5	i
O=C(Cc1c(O)c2ccccc2[nH]c1=O)NCc1ccccc1	-4	56*	-9	-6	-1	20	-1	-3	11	i
Cc1ccccc1Cn1nc(C)c(NC(=O)c2cc(-c3cccs3)on2)c1C	-2	21	-2	-4	1	3	0	-2	27	i
CCc1ccccc1NC(=O)c1noc(C(C)C)c1[N+](=O)[O-]	-1	8	-3	0	0	-5	-4	-8	15	i
Cc1ccc(Nc2nnc(SCC(=O)Nc3cccnc3Cl)s2)cc1C	-6	-9	0	1	1	-18	1	8	-3	i

HSF-1 act, hit marks shown above.
SMILES	GSK3A inh	HSF-1 act	HDAC3 inhib	HSP90 inh	DYRK1A inh	HSF1 inhib	GSK3B inh	Platelet DG rel	AI-2 QS mod	PolyA inhibitor
O=C(Cc1c(O)c2ccccc2[nH]c1=O)NCc1ccccc1	-4	56*	-9	-6	-1	20	-1	-3	11	i

The results go on:
SMILES	GSK3A inh	HSF-1 act	HDAC3 inhib	HSP90 inh	DYRK1A inh	HSF1 inhib	GSK3B inh	Platelet DG rel	AI-2 QS mod	PolyA inhibitor
COc1ccccc1Nc1nc(-c2cccc(N3C(=O)c4ccccc4C3=O)c2)cs1	-2	14	5	4	1	-4	0	10	7	i
CCCN(CC(=O)Nc1ccccc1C)C(=O)c1ccc(C)c(S(=O)(=O)N2CCCCC2)c1	0	16	2	.	.	4	0	-3	25	i
COc1ccc(S(=O)(=O)NCC(c2cccnc2)N2CCN(C)CC2)cc1OC (centres undefined)	-1	-78	-14	2	12	-71*	-1	-5	8	i
COc1ccc(-c2nnc(SCC(=O)Nc3cc(C)on3)n2C)cc1OC	5	-10	0	-1	7	1	2	8	23	i
COc1cc(/C=C2\SC(c3ccccc3)=NC2=O)cc(Cl)c1O	.	0	.	-1	4	2	2	8	41	i
CN(Cc1cnn(C)c1)Cc1nc(C(c2ccccc2)c2ccccc2)no1	-4	8	0	-3	-7	6	0	-5	26	i
CN(C)CCCC(=O)c1ccc2c(c1)OCO2	-2	-7	2	0	11	-13	-3	0	11	i
Cc1cc(NC(=O)c2cccc(Br)c2)n[nH]1	12	7	5	.	12	7	-6	2	4	i
Cc1ccccc1NC(=O)CCCn1nc(C)c2c(C)n(-c3ccccc3)nc2c1=O	0	4	?	-2	1	-5	.	12	14	i
CCCC(=O)Nc1cc(C)c(NC(=O)c2cccs2)cn1	4	-7	3	2	1	5	-6	0	12	i
c1ccc(-n2nnnc2NCCCN2CCOCC2)cc1	-1	-2	-1	5	4	3	0	-17	-2	i
O=C(Nc1nc2n(n1)C(c1ccccc1)C=C(c1ccccc1)N2)c1ccco1 (centres undefined)	.	20	-2	5	1	1	1	7	34	i
CC1=NN(c2ccccc2)C(=O)/C1=C\c1c(C)[nH]n(-c2ccccc2)c1=O	-3	-2	0	0	-4	6	4	-2	22	i
O=C(Nc1cccc(Cl)c1)C1=Cc2cc(Cl)ccc2OC1	-4	15	3	-1	-6	5	4	-24	-58	i
COc1ccc(CCN(Cc2cc3cc(C)c(C)cc3nc2Cl)C(=O)C2CC2)cc1	-2	-3	-2	-4	2	-2	3	-7	0	i
Cc1ccc(S(=O)(=O)CCC(=O)NC2CCCC2)cc1	-1	16	1	-2	-11	1	0	1	16	i
CCN(CC)CCCNc1oc(-c2ccc(OC)c(OC)c2)nc1C#N	-4	0	-122	2	0	4	6	0	25	i
Cc1ccc(-c2nnc(Nc3ccc4c(c3)OCO4)c3ccccc23)cc1S(N)(=O)=O	.	-15	.	1	5	-3	1	-22	8	i
Cc1cnccc1CN(C)Cc1cn(C)nc1-c1cccc(Cl)c1	0	2	5	-2	0	3	0	3	8	i
COCCN(C(=O)c1ccc(OCC(C)C)cc1)c1c(N)n(Cc2ccccc2)c(=O)[nH]c1=O	-2	0	4	.	18	-1	4	-10	34	i

Some of the entries so far, with two lines to a compound:
Every second line gives: GSK3A inh	HSF-1 act	HDAC3 inhib	HSP90 inh	DYRK1A inh	HSF1 inhib	GSK3B inh	Platelet DG rel	AI-2 QS mod	PolyA inhibitor
COc1ccc(N2CCN(CC(=O)Nc3nnc(-c4ccccc4)s3)CC2)cc1
    -1	-15	4	2	12	0	0	6	25	i
CSc1nnc2c3cc(C)ccc3n(Cc3ccccc3)c2n1
    1	2	1	1	-9	11	-1	30	8	i
COC(=O)c1ccccc1S(=O)(=O)NNC(=O)Nc1ccccc1
    -3	-1	-1	-1	2	2	2	0	-10	i
CCCCOC(=O)CSc1nnc(-c2ccc(Cl)cc2Cl)o1
    -1	-14	6	6	2	-3	3	0	50	i
CCN(CC)S(=O)(=O)c1cc(C(=O)O)ccc1Cl
    1	-10	0	-2	2	-3	2	15	20	i
CCN(CC(=O)Nc1c(F)cccc1F)C(=O)CCNC(=O)c1ccccc1OC
    -2	-9	-3	.	-7	-4	5	0	11	i
CN(CC(=O)Nc1ccc(F)cc1)C(=O)COC(=O)C1CCN(c2ccc(C(F)(F)F)cn2)CC1
    -2	5	6	.	16	4	1	8	21	i
Clc1ccc(-c2cn3cccnc3n2)cc1Cl
    -2	1	-36	-5	4	8	-2	-3	8	i
Cc1[nH]c2ccccc2c1/C=N\NC(=O)CNc1ccc2c(c1)OCO2
    2	4	-7	6	0	-4	0	-3	3	i
CC(C)Oc1cccc(C(=O)C2CCCN(C(=O)c3ccnn3C)C2)c1 (centres undefined)
    -4	-5	-3	-3	6	-3	-2	0	16	i
Cc1nc2sc(C(c3cccc(F)c3)N3CCC(C)CC3)c(O)n2n1 (centres undefined)
    -4	31	1	4	16	10	-1	-5	5	i
CCOc1ccc2cc(S(=O)(=O)N3CCN(C)CC3)ccc2c1
    -1	9	2	1	5	-8	3	1	24	i

(next part)
SMILES	GSK3A inh	HSF-1 act	HDAC3 inhib	HSP90 inh	DYRK1A inh	HSF1 inhib	GSK3B inh	Platelet DG rel	AI-2 QS mod	PolyA inhibitor
CCSc1nnc(NC(=O)c2cccc(OCc3c(C)noc3C)c2)s1	-2	13	5	3	-6	3	0	-1	4	i
CCCS(=O)(=O)c1nc(S(=O)(=O)c2ccc(C)cc2)c(N2CCC(C(N)=O)CC2)s1	-1	-5	-4	-3	-4	-6	-2	-7	5	i
COc1ccc(NS(=O)(=O)c2cc(NC(=O)Cn3cnc4c3c(=O)n(C)c(=O)n4C)ccc2C)cc1	-1	-1	.	2	0	3	4	2	2	i
Cn1c(COc2ccc(F)cc2)nc2ccccc21	-2	?	9	-3	4	33	2	5	9	i
COC(=O)c1cn(C(=O)c2ccc(Cl)cc2)c2ccccc12	0	2	-2	2	-1	2	2	-7	14	i
CC(C)Sc1nc(N)c2c3c(sc2n1)CN(C)CC3	-2	-3	4	5	18	2	-7	-1	32	i
Cc1ccc(SCc2c(C(=O)N/N=C/c3ccccc3)nnn2-c2nonc2N)cc1	-1	13	8	-3	0	4	-4	0	1	i
COc1ccc(NC(=O)CSc2nc(=O)n(CCN3CCOCC3)c3c2CCC3)cc1	-1	-13	-1	.	4	-3	2	18	7	i
O=C(Cn1nnc(-c2ccccc2Cl)n1)N1CCCCC1	-2	38	-5	-4	0	6	2	-3	21	i
CC(C)n1c(CN2CCN(Cc3ccccc3)CC2)nc2ccccc21	4	8	-1	4	.	-4	1	12	18	i
C#CCOCCOCCOCCNc1nc(N2CCN(C(=O)[C@H](CCCCN)n3cc(C(N)CO)nn3)CC2)nc(N2CCN(C(=O)[C@H](CCC(=O)O)n3cc(C(N)Cc4ccc(O)cc4)nn3)CC2)n1 (some centres undefined)	.	1	.	.	.	1	-1	0	-9	i
Cc1ccc(C(=O)NC(=O)CSc2ncccc2C(=O)O)cc1	-1	-2	1	-1	-4	4	2	-4	77	i
CCCn1c(CCc2ccccc2)n[nH]c1=S	6	-5	2	-3	3	0	0	-2	5	i
CSc1ccccc1NC(=O)C1CC(c2c(F)cccc2Cl)=NO1 (centres undefined)	-4	-10	1	3	13	-7	2	2	-1	i
CCc1nnc(NC(=O)c2ccc(S(=O)(=O)N3CCN(Cc4ccccc4)CC3)cc2)s1	-1	13	-7	1	.	-1	-6	8	-1	i
CN1CCN(CC(=O)N2c3ccccc3Sc3ccccc32)CC1	-2	2	-6	-1	-4	-4	2	2	-6	i

Source: PubChem BioAssay (several laboratories)
